From PubChem
PKA-R2B act: activators of PKA-R2B holoenzyme, primary screen, biochemical, fluorescence polarization, Cy5-IP20, human. cAMP-dependent protein kinase catalytic subunit beta (Homo sapiens) + cAMP-dependent …. PKA-R2B holoenzyme dissociation; R2B truncated from residue 108, S112A mutant; 0% DMSO only, 100% 113 µM cGMP. activation, % at 11.4 µM. hit rate 0.079% among 340,000. AID 504700, 2011;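 active = activation above a cutoff set at the mean over all compounds plus 3 SD, cut at about 18% in these data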;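 also: higher means more holoenzyme dissociation and a rise in polarization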
Target sequence (P31323 whole entry, looked up, other chains not shown, the tested form may be a part): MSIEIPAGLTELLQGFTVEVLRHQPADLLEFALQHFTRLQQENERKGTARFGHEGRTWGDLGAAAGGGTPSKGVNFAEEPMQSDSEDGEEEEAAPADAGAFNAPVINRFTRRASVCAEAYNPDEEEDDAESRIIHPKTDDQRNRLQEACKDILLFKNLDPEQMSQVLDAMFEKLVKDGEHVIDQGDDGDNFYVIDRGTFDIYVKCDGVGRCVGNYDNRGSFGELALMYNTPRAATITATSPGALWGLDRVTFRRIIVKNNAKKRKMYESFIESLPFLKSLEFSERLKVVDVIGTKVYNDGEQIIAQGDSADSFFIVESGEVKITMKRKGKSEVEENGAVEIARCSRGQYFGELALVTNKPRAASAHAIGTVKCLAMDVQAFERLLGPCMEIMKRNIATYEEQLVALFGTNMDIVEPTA
HTR5A ag: HTR5A agonists in luminescence cell assay, primary screen, counter-screen for OPRM1-OPRD1 heterodimer agonist project, full-deck HTS; AID 504692, 2011; activation, % at 9.3 µM; hit rate 0.61% among 340,000; cell-based; 5-hydroxytryptamine receptor 5A (Homo sapiens), P47898; in the data active = activation mostly above about 9.5%, no sharp cut-off; inactive = mostly below about 7.6%;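 also: 0% = cells with vehicle only and 100% = reference agonist; strong numbers were not always called active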
DAGLB inhibitor: DAGLB lipase inhibitors, primary screen, biochemical, fluorescence, HTS; Diacylglycerol lipase-beta (Homo sapiens), Q8NCG7; HEK293T DAGLB membrane lysate, EnzChek fluorogenic substrate; inhibition, % at 5.17 µM; hit rate 0.059% among 340,000; in the data active = inhibition above about 34%;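 also: 0% = enzyme with vehicle and 100% = wells lacking enzyme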
Target sequence (Q8NCG7 whole entry, looked up): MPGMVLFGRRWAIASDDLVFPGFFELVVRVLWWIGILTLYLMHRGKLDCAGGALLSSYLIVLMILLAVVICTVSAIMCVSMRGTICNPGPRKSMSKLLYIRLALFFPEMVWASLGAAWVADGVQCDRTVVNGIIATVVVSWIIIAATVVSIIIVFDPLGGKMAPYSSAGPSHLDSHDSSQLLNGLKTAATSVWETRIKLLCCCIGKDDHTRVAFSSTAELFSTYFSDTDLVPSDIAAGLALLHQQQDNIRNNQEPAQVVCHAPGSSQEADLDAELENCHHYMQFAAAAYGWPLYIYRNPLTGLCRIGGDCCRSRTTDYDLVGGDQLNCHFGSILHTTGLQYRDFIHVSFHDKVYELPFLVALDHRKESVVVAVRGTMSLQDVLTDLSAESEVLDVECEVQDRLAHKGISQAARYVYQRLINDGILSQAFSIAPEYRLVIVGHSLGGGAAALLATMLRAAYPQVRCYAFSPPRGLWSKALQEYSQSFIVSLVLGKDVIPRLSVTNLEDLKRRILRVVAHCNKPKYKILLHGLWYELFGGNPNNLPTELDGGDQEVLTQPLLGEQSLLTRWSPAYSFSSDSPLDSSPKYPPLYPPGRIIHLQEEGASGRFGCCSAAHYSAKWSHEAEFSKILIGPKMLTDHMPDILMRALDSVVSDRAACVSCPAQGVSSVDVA
CDK5 p35 inh: inhibitors of human CDK5/p35 kinase, primary screen, biochemical, single concentration; inhibition, % at 10 µM; Recombinant CDK5/p35, ADP-Glo luminescence, 60 min; hit rate 0.01% among 330,000;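 active = highest replicate inhibition of at least 50% and at least 75% of replicates reaching 50%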;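 also: plate controls were DMSO neutral control for no effect and GW8510 at 10 µM for full effect; many of its hits are not listed in these tables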
Tat transport: E. coli Tat export inhibitors, primary screen, MC4100, TorA-mCherry reporter, fluorescence, single point. inhibition, % at 10 µM. hit rate 0.036% among 340,000;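 active = mean replicate inhibition at least 50% and at least half of replicates individually reaching 50%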;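 also: exported cargo escapes ClpAP degradation while cytoplasmic cargo is degraded and loses fluorescence; 0% = median of neutral control wells and 100% = median of NaSCN control wells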
phage Ecoli inh: growth loss of phage-infected E. coli, primary screen, RecBCD inhibitor project, absorbance, with phage, HTS | inhibition, % at 11.9 µM | hit rate 0.26% among 360,000 | AID 651602, 2012; in the data active = inhibition above about 11%
PKA-R1A activ: activators of PKA-R1A holoenzyme, primary screen, biochemical, fluorescence polarization, Cy5-IP20, bovine R1A, mouse PKAc. cAMP-dependent protein kinase type I-alpha regulatory subunit (Bos taurus) + …. PKA-R1A dissociation; scaled: DMSO 0%, 113 µM cGMP 100%. activation, % at 11.4 µM. hit rate 0.083% among 340,000. AID 504707, 2011;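 active = percent activation above the mean of all tested compounds plus 3 SD, cut at about 19% in these data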;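 also: higher means more PKAc released from R1A so a rise in polarization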
AddAB inh: growth inhibition of E. coli expressing H. pylori AddAB, primary screen, AddAB inhibitor project, absorbance. inhibition, % at 11.9 µM. hit rate 0.29% among 330,000; in the data active = inhibition above about 12%;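 also: 0% = vehicle wells of infected cells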
HTR5A inv ag: HTR5A inverse agonists in luminescence cell assay, primary screen, counter-screen for OPRM1-OPRD1 heterodimer inverse agonist project, full-deck HTS | HTR5A cell line, inverse agonism | inhibition, % at 9.3 µM | hit rate 0.083% among 340,000; in the data active = inhibition mostly above about 23%, no sharp cut-off; inactive = mostly below about 18%;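 also: 0% = cells with DMSO and 100% = no-cell wells with DMSO; some compounds called inactive have numbers as strong as hits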
SUMO Mot1 rescue: yeast Mot1-301 growth rescue at high temperature, primary screen, SUMOylation pathway inhibitor project, S. cerevisiae, ATP luminescence, 38.5C | S. cerevisiae Mot1-301 growth rescue; percent above DMSO median, 100 means doubled | growth rescue, % at 18.8 µM | hit rate 1% among 320,000;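 active = every valid replicate shows activation above 250% relative to neutral control wells; inactive = the rest, any valid replicate at or below 250%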;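 also: OY570 slx delta 5 strain wells were the positive control but not used for scaling; some compounds called inactive have numbers as strong as hits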
Ecoli viability: E. coli V3065 growth inhibition, primary screen, counter-screen for AddAB inhibitor project, absorbance, OD600. 18 h. inhibition, % at 11.9 µM. hit rate 0.27% among 330,000;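 active = inhibition above the campaign's mean inhibition across all tested compounds plus 3 SD, cut at about 9.9% in these data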;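 also: uninfected addAB+ strain grown without phage in ampicillin broth; 0% = DMSO wells and 100% = ciprofloxacin 0.95 µg/ml wells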
* marks the source's active call; other numbers are inactive results; i = inactive; x = no result given. Compounds were not picked by outcome; 2.3% or so of the library scored in one or more.

SMILES | PKA-R2B act | HTR5A ag | DAGLB inhibitor | CDK5 p35 inh | Tat transport | phage Ecoli inh | PKA-R1A activ | AddAB inh | HTR5A inv ag | SUMO Mot1 rescue | Ecoli viability
Cc1cc(C(=O)COC(=O)c2ccc(CO)cc2)c(C)n1CC1COc2ccccc2O1 (stereo not drawn) | 6 | 8 | 1 | -1.5 | 11 | 4.7 | 19* | -1.9 | -19 | -4 | -0.6
CCc1cc(CNC(=O)CC2C(=O)NCCN2CC2CCCCC2)on1 (stereo not drawn) | -14 | -1 | -1 | -3.8 | -8 | 1.5 | -2 | 0.3 | 19 | -5 | -1.6
CCN(CC)S(=O)(=O)c1ccc(NCc2ccccn2)nc1 | 0 | -3 | 1 | 1.3 | -4 | 0.6 | 7 | 1.0 | 13 | -22 | 2.8
O=C1NC(=O)C(=C2CCCCCC2)S1 | -7 | 0 | 1 | 1.3 | 6 | 4.1 | -8 | 0.3 | -11 | -1 | -0.4
COc1cccc(-n2nnnc2SCC(=O)NCc2ccco2)c1 | -3 | 0 | -1 | 0.0 | -5 | 3.7 | 13 | 3.5 | 8 | 2 | 1.6
CCn1c(CC(=O)Nc2ccccc2)nnc1SCC(=O)Nc1nnc(C)s1 | -3 | 8 | 1 | 0.8 | 2 | 0.9 | 5 | 2.1 | -20 | -22 | 1.6
COc1cccc(N2C(=O)C3CCCN3C2c2ccc(F)cc2)c1 (stereo not drawn) | -3 | 5 | 0 | 1.6 | -7 | 1.2 | 4 | 3.4 | -34 | 43 | -0.6
COC(=O)c1cc(Oc2ccc(C(=O)OC)cc2N)cc(C(=O)OC)c1 | -4 | 2 | -4 | -0.9 | -8 | 3.0 | -9 | 3.5 | -5 | -4 | -1.2
CSc1ccc(S(=O)(=O)NCCCn2ccnc2)cc1 | -6 | 0 | 1 | 0.9 | 4 | 1.3 | -4 | 1.6 | 13 | -5 | 1.5
CCOC(=O)C(=CNc1ccc2c(c1)c1ccccc1n2CC)C(=O)OCC | -10 | 2 | -3 | 0.3 | 9 | -0.7 | -4 | 0.7 | -28 | 181 | -1.1
COc1ccc(CN(C)C(=O)c2ccc(NS(=O)(=O)c3ccc(F)cc3)cc2)c(OC)c1 | -3 | 2 | -1 | -1.4 | 3 | -1.5 | -11 | 3.5 | 10 | 162 | 1.8
CCCCNc1cc(NC(C)=O)cc2cc(OC)c(OC)cc12 | 2 | 6 | 1 | -1.7 | -8 | 3.1 | -7 | 0.8 | 5 | -11 | -1.8
COc1cccc(CN2CCN(C(=S)NCc3ccc(Cl)cc3)CC2)c1 | 4 | 0 | -3 | 2.9 | 5 | 2.1 | -9 | 1.3 | 1 | 66 | 0.5
CC1CCCCC1NC(=O)COC(=O)CCC(=O)c1cccs1 (stereo not drawn) | 3 | 2 | 0 | -0.5 | 2 | 0.9 | 7 | 0.1 | -6 | -5 | -4.4
CN(C)c1ccc(-c2noc(C3CCN(S(=O)(=O)c4cccc(C(=O)O)c4)CC3)n2)cc1 | -12 | 3 | 8 | 0.9 | 3 | 2.5 | -6 | 3.2 | -8 | 8 | 2.9
CCOC(=O)c1c(N2C(=O)CC(Sc3ccccc3C(=O)O)C2=O)sc(C)c1C (stereo not drawn) | 7 | 3 | -5 | 1.1 | -1 | 0.8 | -2 | 1.4 | 0 | 104 | 1.8
CCN(CC(=O)Nc1cc(Cl)ccc1C)C(=O)COc1ccccc1F | 8 | -2 | -1 | -1.7 | 2 | 2.1 | -12 | 0.3 | 5 | -7 | -0.2
O=C(OCc1ccc([N+](=O)[O-])cc1)C1CCN(S(=O)(=O)c2ccccc2)CC1 | -15 | -2 | 0 | -2.4 | 12 | -0.1 | -1 | -0.3 | 8 | 5 | -3.0
NC(=O)CC(NC(=O)Cc1ccc(Br)cc1)c1ccc(NC2CC3CCC2C3)c([N+](=O)[O-])c1 (stereo not drawn) | -16 | -3 | 24 | -0.6 | 10 | 2.2 | -12 | 1.9 | 9 | 4 | -1.5
Oc1c(Br)cc(Br)cc1C=NCc1ccc(F)cc1 | 7 | 4 | 13 | 0.0 | 2 | 9.3 | -11 | 3.0 | -11 | 95 | 2.2
CCc1nc(C)cn1S(=O)(=O)c1cc(Br)ccc1OC | -9 | 1 | -6 | -0.2 | -3 | 0.3 | -13 | 2.8 | -10 | 6 | -0.5
CCOC(=O)C1CCCN(c2ncnc3c2cnn3-c2ccc(Cl)cc2)C1 (stereo not drawn) | -4 | 0 | -16 | -0.4 | 3 | 3.3 | 0 | 1.4 | -9 | -8 | 1.7
COc1cc2c(c3oc(=O)cc(CC(=O)O)c13)CCC(C)(C)O2 | 2 | 1 | 1 | 0.0 | 3 | 0.0 | 3 | -2.8 | -3 | -7 | 1.4
CN(Cc1ccc(F)cc1)C(=O)c1ccc(NC(=O)CC2SC(N3CCCC3)=NC2=O)cc1 (stereo not drawn) | -6 | 7 | -2 | -0.7 | 1 | 3.1 | -2 | 0.5 | -18 | -3 | 1.5
Cc1ccc(-c2csc(C(C#N)=C3CCCC3)n2)cc1 | 4 | 1 | -4 | 1.0 | 8 | 1.9 | -4 | -1.0 | -4 | 7 | -4.0
CC(C(=O)Nc1cccc(C#N)c1)N(C)CCOc1ccccc1 (stereo not drawn) | 2 | 2 | -2 | 0.4 | -7 | -1.1 | -6 | 1.6 | -18 | 29 | -1.3
CC1=C(CC(=O)NCC(=O)NCC(=O)O)c2cc(F)ccc2/C1=C/c1ccc(S(C)=O)cc1 (stereo not drawn) | 2 | 0 | -1 | 2.3 | -13 | 0.6 | 4 | x | 0 | 167 | x
COc1ccc(/C=C/C(=O)Nc2cc(C(F)(F)F)ccc2Cl)cc1OC | 7 | 0 | -4 | -2.1 | 1 | 2.9 | 2 | 1.9 | 12 | -10 | 0.1
CSc1nc(N2CCOCC2)cc(N2CCOCC2)n1 | 1 | 0 | 0 | -1.3 | -1 | 2.9 | -5 | 3.3 | 0 | 73 | -1.9
CC(C)Cc1nc2sc3c(=O)[nH]cnc3c2c2c1CCC2 | -4 | 2 | 2 | 0.0 | -6 | 3.0 | 8 | 4.0 | -6 | 3 | 0.7

Another view of some results above.
SMILES	PKA-R2B act	HTR5A ag	DAGLB inhibitor	CDK5 p35 inh	Tat transport	phage Ecoli inh	PKA-R1A activ	AddAB inh	HTR5A inv ag	SUMO Mot1 rescue	Ecoli viability
CCN(CC(=O)Nc1cc(Cl)ccc1C)C(=O)COc1ccccc1F	8	-2	-1	-1.7	2	2.1	-12	0.3	5	-7	-0.2
O=C(OCc1ccc([N+](=O)[O-])cc1)C1CCN(S(=O)(=O)c2ccccc2)CC1	-15	-2	0	-2.4	12	-0.1	-1	-0.3	8	5	-3.0
NC(=O)CC(NC(=O)Cc1ccc(Br)cc1)c1ccc(NC2CC3CCC2C3)c([N+](=O)[O-])c1 (stereo not drawn)	-16	-3	24	-0.6	10	2.2	-12	1.9	9	4	-1.5
Oc1c(Br)cc(Br)cc1C=NCc1ccc(F)cc1	7	4	13	0.0	2	9.3	-11	3.0	-11	95	2.2
CCc1nc(C)cn1S(=O)(=O)c1cc(Br)ccc1OC	-9	1	-6	-0.2	-3	0.3	-13	2.8	-10	6	-0.5
CCOC(=O)C1CCCN(c2ncnc3c2cnn3-c2ccc(Cl)cc2)C1 (stereo not drawn)	-4	0	-16	-0.4	3	3.3	0	1.4	-9	-8	1.7
COc1cc2c(c3oc(=O)cc(CC(=O)O)c13)CCC(C)(C)O2	2	1	1	0.0	3	0.0	3	-2.8	-3	-7	1.4

Following part:
SMILES | PKA-R2B act | HTR5A ag | DAGLB inhibitor | CDK5 p35 inh | Tat transport | phage Ecoli inh | PKA-R1A activ | AddAB inh | HTR5A inv ag | SUMO Mot1 rescue | Ecoli viability
COc1cc(/C=C2\SC(N)=NC2=O)cc(Br)c1O | -10 | 0 | -2 | 1.6 | 1 | 0.5 | 0 | -1.5 | -2 | -2 | 1.3
COc1ccc(CNC(=O)C2CC=CCC2C(=O)O)cc1OC (stereo not drawn) | -2 | -3 | -1 | 0.4 | 2 | -1.6 | -17 | 1.1 | -6 | 20 | -0.2
Cc1ccc(OCC(=O)NC(=S)Nc2ccccn2)c(Br)c1 | 2 | 1 | -3 | 0.0 | -2 | -0.4 | 7 | 0.7 | 10 | -11 | 1.6
Cc1ccc(NC(=O)CSc2nnc(N)s2)c([N+](=O)[O-])c1 | -5 | -4 | 0 | -0.4 | -1 | 2.4 | 0 | 2.5 | 10 | x | 0.8
N#CCCn1cc(C(=O)Nc2ccc([N+](=O)[O-])cc2)c(-c2cccs2)n1 | -11 | 3 | -1 | -0.8 | -4 | -0.1 | -4 | -1.5 | -8 | -4 | -1.2
COc1ccc(COC(=O)NNC(=O)c2ccccc2Cl)cc1 | -5 | 1 | -3 | -2.1 | -3 | 3.0 | 3 | -2.2 | -2 | -3 | 1.2
O=c1c2ccccc2cnn1Cc1n[nH]c(=S)n1-c1ccccc1F | 0 | -3 | 1 | 1.6 | -4 | 0.5 | -1 | 1.7 | 7 | -2 | 3.7
Cc1nnc(SCC(=O)Nc2nccs2)o1 | 8 | 3 | -2 | 0.1 | -4 | 2.2 | 0 | 3.5 | 3 | -10 | -1.2
CCOC(=O)CNC(=O)CSc1nnnn1-c1cc(C)ccc1C | -1 | 4 | -2 | 0.6 | -8 | -0.8 | -6 | 4.8 | -15 | -1 | 2.0
NC(=O)C1CCN(c2oc(-c3ccccc3)nc2S(=O)(=O)c2ccc(Br)cc2)CC1 | -8 | 1 | 1 | 0.5 | 0 | -1.6 | 1 | 1.6 | 6 | -14 | -0.2
c1ccc(-c2csc3ncn4cnnc4c23)cc1 | 11 | 6 | 0 | 4.2 | 3 | 3.5 | 5 | 0.9 | -14 | i | -1.9
CC(=O)N1c2ccc(S(=O)(=O)NCCc3ccccc3)cc2CC1C (stereo not drawn) | -16 | -1 | 2 | -0.1 | -4 | 1.9 | -3 | -1.1 | -9 | 1 | -0.2
CCNC(=O)NC(=O)C(C)OC(=O)CCS(=O)(=O)c1ccc(C)cc1 (stereo not drawn) | -9 | -2 | 3 | -0.5 | -8 | -0.1 | -1 | -0.9 | 11 | -4 | 0.6
Cc1cccc(C(=O)N/C(=C\c2ccco2)C(=O)N2CCCC2)c1 | 4 | 1 | 1 | -1.0 | -3 | -0.5 | -8 | 3.6 | 8 | -19 | -1.3
